SW480 rereplic: A quantitative high throughput screen for small molecules that induce DNA re-replication in SW480 colon adenocarcinoma cells; SW480 DNA re-replication, Hoechst DNA content imaging, 48 h; 340,000 compounds, 1.8% hits; Potency, µM (titrated, usually from 46.1 µM), without a hit: at the highest dose re-replication activation, usual class: activators; also: potency is read from the fitted curve at half-maximal effect; % of control where 0% means no effect; nearly all actives have a fitted effect of over 55% in size
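Image-based read-out: total Hoechst fluorescence of nuclei (405 nm excitation, 500-530 nm emission), with hits raising the fraction of high-intensity nuclei. SW480 colon cells incubated 48 hr with compounds at 37 C.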
HT1080-NT tox: qHTS for induction of synthetic lethality in tumor cells producing 2HG: qHTS for the HT-1080-NT fibrosarcoma cell line; HT-1080-NT fibrosarcoma viability, CellTiter-Glo ATP luminescence, 48 h; Potency, µM (titrated, usually from 46.1 µM), without a hit: at the highest dose activity, negative = less viability, actives largely listed as cytotoxic; 360,000 compounds, 1.6% hits;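 also: NT is the 2HG producing partner of a matched IDH1 knockdown line; potency is read from the fitted curve at half-maximal effect; 0% = DMSO-treated cells and -100% = media-only wells without cells; nearly all actives have a fitted effect of over 55% in size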
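Compounds were tested in concentration-response format on HT-1080-NT cells for 48 hours at 37 degrees C. Cell viability came from CellTiter-Glo luminescence; curves were classified by r2, response magnitude and activity.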
HEK293 tox: qHTS of GLP-1 Receptor Inverse Agonists: Cytotox Screen. HEK293 cAMP-luciferase reporter cells, luminescence, 24 h. Potency, µM (highest dose often 38.3 µM), without a hit: at the top dose activity change, negative = inhibition, hits mostly inhibitors. 410,000 compounds, 0.13% hits;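 also: loss of luciferase light is scored as toxicity; potency is read from the fitted curve at half-maximal effect; % is scaled to controls: 0 for no effect and ±100 for the full control effect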
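Compound-treated cells are incubated 24 hr at 37 deg C under 5% CO2 after a 12 hour attachment period, then luciferase detection reagent is added and luminescence is measured following 12 min at room temperature; lowered signal indicates toxicity.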
IL-1B inflam inh: qHTS for Inhibitors of Inflammasome Signaling: IL-1-beta AlphaLISA Primary Screen; 360,000 compounds, 4.7% hits; THP-1 LPS/ATP IL-1B secretion, AlphaLISA, 16 h; active compounds read low; activity change, % at 57.5 µM; in the data active = activity change below about -50%; inconclusive = mostly about -30% to -49%; also: % is scaled to controls: 0 for no effect and ±100 for the full control effect
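THP-1 cells pretreated 1 hr with compounds (up to 57.5 uM final), then stimulated with LPS (250 ng/mL final) plus ATP (1.25 mM final); secreted IL-1B measured by AlphaLISA after 16 hr, decreased signal indicating inhibition.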
DRD3 agonist: qHTS of D3 Dopamine Receptor Agonist: qHTS; D(3) dopamine receptor (Homo sapiens), P35462; D3R DiscoveRx beta-arrestin cells, luminescence, 90 min; max activation, %; 410,000 compounds, 0.58% hits; AID 652048, 2013; in the data active = max activation above about 30%; also: 0% is about no effect; mostly tested at two doses, the higher about 12 µM
Target sequence (P35462 whole entry, looked up): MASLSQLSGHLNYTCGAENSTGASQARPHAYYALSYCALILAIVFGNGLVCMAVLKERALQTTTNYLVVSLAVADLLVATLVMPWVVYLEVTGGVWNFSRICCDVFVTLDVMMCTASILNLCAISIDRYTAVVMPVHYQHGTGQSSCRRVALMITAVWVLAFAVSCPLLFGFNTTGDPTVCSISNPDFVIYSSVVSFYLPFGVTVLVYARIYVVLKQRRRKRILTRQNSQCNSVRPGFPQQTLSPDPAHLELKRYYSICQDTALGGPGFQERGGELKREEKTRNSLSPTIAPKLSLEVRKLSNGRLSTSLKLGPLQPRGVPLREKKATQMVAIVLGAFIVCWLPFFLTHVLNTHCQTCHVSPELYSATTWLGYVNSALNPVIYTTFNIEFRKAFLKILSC
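Agonist-mode cell screen: cells plated at 1500/well and incubated overnight at 37 °C, then exposed to library compounds for 90 min at 37 °C. Detection reagent was added for 30–60 min at room temperature, and luminescence was read.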
KB-3-1 tox: qHTS assay for MDR1-selective chemotherapeutics: Primary screen using the parental adenocarcinoma cell KB-3-1; KB-3-1 viability, CellTiter-Glo ATP luminescence, 72 h; Potency, µM (top dose mostly 46.1 µM), for the others: at the highest dose activity change, negative = cytotoxic, usual class: cytotoxic; 400,000 compounds, 1.4% hits; AID 1347075, 2019; also: potency is read from the fitted curve at half-maximal effect; % is scaled to controls: 0 for no effect and ±100 for the full control effect; nearly all actives have a fitted effect of over 60% in size
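Multi-concentration cytotoxicity screen in KB-3-1 cells grown in DMEM lacking phenol red with 10% FBS. After 72 h at 37 °C with compound, ATP-dependent luminescence was recorded.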
HT1080 IDH1KD tx: qHTS for induction of synthetic lethality in tumor cells producing 2HG: qHTS for the HT-1080-IDH1KD cell line; HT-1080 IDH1 knockdown viability, ATP luminescence, 48 h; Potency, µM (series often up to 46.1 µM), for inactives: at the top dose activity, negative = toxicity, actives largely listed as cytotoxic; 360,000 compounds, 2% hits;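 also: potency is read from the fitted curve at half-maximal effect; 0% = DMSO wells and -100% = cell-free medium wells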
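% activity derives from luminescence (CellTiter-Glo), normalised to DMSO and no-cell wells. HT-1080-IDH1KD cells, 750/well, had 48 h compound exposure at 37 °C.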
MCF10A rerep: A quantitative high throughput screen for small molecules that induce DNA re-replication in MCF 10a normal breast cells; MCF 10A DNA re-replication, Hoechst nuclear intensity, 48 h; Potency, µM (top dose mostly 46.1 µM), without a hit: at the highest dose activity, positive = re-replication, usual class: activators; 350,000 compounds, 2.9% hits; AID 624296, 2012; also: potency is read from the fitted curve at half-maximal effect; % of control where 0% means no effect; nearly all actives have a fitted effect of over 50% in size
KB-V1 MDR tox: qHTS assay for MDR1-selective chemotherapeutics: Primary screen using the drug-selected MDR subline cells KB-V1 | KB-V1 MDR cells viability, CellTiter-Glo, 72 h | Potency, µM (doses to about 46.1 µM), for the others: at the top dose activity change, negative = cytotoxicity, actives largely listed as cytotoxic | 400,000 compounds, 3.4% hits | AID 1347076, 2019; also: potency is read from the fitted curve at half-maximal effect; % is scaled to controls: 0 for no effect and ±100 for the full control effect; nearly all actives have a fitted effect of over 60% in size
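Drug-selected KB-V1 cells, grown in DMEM lacking phenol red with 10% FBS, receive compound titrations; after three days at 37 degrees C, surviving cell ATP is quantified by CellTiter-Glo luminescence and responses normalized and curve-fitted.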
The depositor's hits bear a star; ? = inconclusive; · = no result given; & = joins results of further samples; [ ] = remark or other dose. Unless noted, calls follow the shape of the dose curve; as a rule, active = well fitted curve in the direction sought with a large enough effect; inconclusive = small, poorly fitted or top-dose-only effect, or another doubt; inactive = no such curve, though single readings can be large; an effect the other way counts as inactive or inconclusive.

SMILES	SW480 rereplic	HT1080-NT tox	HEK293 tox	IL-1B inflam inh	DRD3 agonist	KB-3-1 tox	HT1080 IDH1KD tx	MCF10A rerep	KB-V1 MDR tox
CC(C)OC(=O)CSc1nc(N)c(C#N)c(-c2cccs2)c1C#N	?	?	-14%	23	29	-1%	-16%	?	21µM*
O=CN1CCN(C(=O)CC(c2ccccc2)c2cc(Br)ccc2O)CC1 (stereo not given)	-9%	-7%	-2%	-18	0	6%	1%	?	0%
CN(C)c1ccc(C(CNS(=O)(=O)c2ccc(F)cc2)N2CCCC2)cc1 (stereo not given)	·	·	0%	·	-15	7%	·	·	-3%
CCN(CC(=O)Nc1c(F)cccc1F)C(=O)c1cc([N+](=O)[O-])ccc1N1CCOCC1	-5%	19%	-30%	-8	2	-2%	12%	0%	0%
COc1ccc(/C(C)=N/NC(=O)c2ccccc2OCc2ccccc2)c(OC)c1	-31%	-23%	7%	11	13	-1%	-19%	-3%	-22%
O=C(O)c1ccc(CSc2nc3cccnc3n2Cc2cccc(F)c2)cc1	·	·	3%	·	3	6%	·	·	1%
COc1ccc(C2c3c(n(C)c4ccccc34)C(=O)N2CC(=O)Nc2ccccc2Cl)cc1 (stereo not given)	·	·	13%	·	-3	-18%	·	·	2%
Cn1cnnc1-c1cccc(NS(=O)(=O)c2ccc(N3CCCC3=O)cc2)c1	7%	-2%	6%	32	-21	-8%	1%	18%	16%
COc1ccc(NC(=O)CSc2nnc(-c3cccc(O)c3)o2)cc1	-16%	4%	-2%	-3	0	-3%	1%	-4%	-3%
CN(C)CCNC(=O)C1CCN(c2nc3ccccc3[nH]2)CC1	·	·	11%	·	4	-3%	·	·	1%
CCOC(=O)[C@@H]1[C@H]2COc3cc(OC)ccc3[C@@H]2N2C(=O)N(c3ccccc3)C(=O)[C@]12C	1%	0%	-1%	-7	0	-16%	-9%	0%	0%
C/C(=N\Nc1ccc(Cl)c(C(=O)O)c1)c1ccc[nH]1	-2%	-6%	-10%	19	-4	-7%	-9%	1%	-6%
COc1ccccc1N(C(=O)c1ccco1)C(C(=O)NC1CCCC1)c1ccc(N2CCOCC2)cc1 (stereo not given)	-3%	10%	-6%	-5	4	16%	5%	3%	14%
Cc1nn(CC#N)c(=O)n1-c1ccc(C(C)C)cc1	-4%	10%	-3%	63	4	16%	17%	-10%	7%
CCOC(=O)C1=C(C)N=c2s/c(=C\c3ccncc3)c(=O)n2C1c1ccc2c(c1)OCO2 (stereo not given)	4%	?	0%	-67*	3	-23%	-11%[9.24 µM]	?	-9%
CCOCCn1c(=O)c2c(nc3n2CCCN3CCc2ccccc2)n(C)c1=O	13%	-6%	5%	33	2	?	-3%	15%	-24%
Cc1cc(C)nc(NN=CC2=C(N3CCOCC3)/C(=C/c3ccc(Cl)cc3)CC2)n1	21µM*	?	-15%	-27	-7	-20%	-18%	?	0%
CCNC(=O)C(=O)NCC1CCCN1S(=O)(=O)c1cccs1 (stereo not given)	1%	6%	-7%	17	0	3%	9%	1%	5%
CCCN1Cc2cccc(C(=O)NC(CC(=O)OCC)c3ccc(C)cc3)c2C1=O (stereo not given)	-3%	14%	-20%	14	-3	10%	14%	2%	?
O=C(N/C(=C\c1ccc([N+](=O)[O-])cc1)C(=O)N1CCCCC1)c1ccc(Br)o1	0%	-1%	0%	25	-1	-7%	-2%	-3%	-2%
CCOC(=O)/C=C1\CC(C(=O)OCC)Oc2c(OC)cccc21 (stereo not given)	?	5%&10%	2%	14	-10	0%	1%&2%	11%	-1%
CCOc1cc(C(=O)NCc2ccccc2)ccc1OCC(=O)N1CCCCC1	-11%	-5%	4%	-23	1	-23%	1%	7%	0%
O=S(=O)(c1cccc(-c2nnc(-c3ccc(Br)cc3)o2)c1)N1CCCCCC1	-16%	7%	-9%	-17	-1	-2%	2%	3%	?
CC(=O)Nc1sc2c(c1C#N)CCC2	0%	10%	-6%	11	7	7%	7%	-29%	14%
COC(=O)c1ccc(COc2ccc(C#N)cc2)o1	-3%	22%	15%	2	5	-2%	6%	0%	-21%
Cc1oc2c(C)c(O)ccc2c(=O)c1-c1ccc2ccccc2n1	6%	3%	-32%	32	-12	12%	-7%	10%	?
N=C1c2ccccc2CN1NC(=O)CC12CC3CC(CC(C3)C1)C2	-3%	2%	?	-22	3	?	6%	?	-24%
COC(=O)Nc1ccc(S(=O)(=O)Nc2ccc(O)cc2)cc1	-3%	-3%	-21%	-3	8	6%	0%	0%	?
O=C(CSc1nnc(-c2ccncc2)n1Cc1ccccc1)Nc1nccs1	-4%	-1%	1%	12	-3	16%	-1%	9%	8%
CC(C)CCn1c(COc2ccccc2)nn(CCC#N)c1=S	-5%	-1%	7%	38	1	2%	-6%	?	-2%
Nc1cc(Cl)ccc1Nc1ccncc1	-2%	-1%	1%	-4	-4	11%	0%	12%	?
c1ccc(CSc2nnc(C3CCNCC3)o2)cc1	·	·	-13%	·	-5	-5%	·	·	0%
CCN(CC)C(=O)COc1ccc2c(-c3ccccc3)cc(=O)oc2c1	3%	1%	2%	-27	-18	9%	10%	-12%	-28%
CCN(c1ccc(NC(=O)COC(=O)/C=C/c2ccco2)cc1)C(C)C	-1%	0%	?	-2	-19	-3%	0%	2%	-17%
Cc1ccc(Cl)cc1NC(=S)Nn1cnnc1	-10%	10%	-4%	6	-2	-4%	-1%	-1%	22%
CCOC(=O)C1CCN(Cc2ccccc2C)CC1	-2%	0%	1%	17	1	-12%	-1%	18%	-1%
COc1ccc(CC(=O)Nc2c3c(nn2-c2cccc(C)c2C)CS(=O)C3)cc1OC (stereo not given)	-4%	13%	2%	13	0	15%	11%	0%	0%
CC(=O)Nc1ccc(C(=S)NCCCO)cc1	0%	-4%	-1%	-1	0	3%	-2%	11%	-3%
Cc1sc2nc(SCC(=O)NCCOCCO)n(C)c(=O)c2c1C	2%	0%	-20%	19	-4	?	3%	-1%	17%
CCC(C)c1ccc(S(=O)(=O)N2CC(=O)Nc3ccccc32)cc1 (stereo not given)	-10%	-3%	6%	9	4	10%	0%	0%	?

7 records drawn at random from the list so far:
SMILES	SW480 rereplic	HT1080-NT tox	HEK293 tox	IL-1B inflam inh	DRD3 agonist	KB-3-1 tox	HT1080 IDH1KD tx	MCF10A rerep	KB-V1 MDR tox
CC(C)CCn1c(COc2ccccc2)nn(CCC#N)c1=S	-5%	-1%	7%	38	1	2%	-6%	?	-2%
Cc1ccc(Cl)cc1NC(=S)Nn1cnnc1	-10%	10%	-4%	6	-2	-4%	-1%	-1%	22%
COC(=O)Nc1ccc(S(=O)(=O)Nc2ccc(O)cc2)cc1	-3%	-3%	-21%	-3	8	6%	0%	0%	?
CCOC(=O)C1CCN(Cc2ccccc2C)CC1	-2%	0%	1%	17	1	-12%	-1%	18%	-1%
CC(=O)Nc1sc2c(c1C#N)CCC2	0%	10%	-6%	11	7	7%	7%	-29%	14%
Cc1oc2c(C)c(O)ccc2c(=O)c1-c1ccc2ccccc2n1	6%	3%	-32%	32	-12	12%	-7%	10%	?
c1ccc(CSc2nnc(C3CCNCC3)o2)cc1	·	·	-13%	·	-5	-5%	·	·	0%

The results go on:
SMILES	SW480 rereplic	HT1080-NT tox	HEK293 tox	IL-1B inflam inh	DRD3 agonist	KB-3-1 tox	HT1080 IDH1KD tx	MCF10A rerep	KB-V1 MDR tox
CC1CCN(C(=O)C2CCN(S(=O)(=O)c3ccc4c(c3)CC(C)N4C(=O)C3CC3)CC2)CC1 (stereo not given)	0%	-13%	-5%	-30	-5	-24%	-25%	-11%	12%
O=C(COC(=O)/C=C/c1cccc(Br)c1)NC1CCCCC1	-8%	9%	6%	17	0	-1%	9%	-7%	12%
O=C(NCC1CCCO1)c1ccc2c(=O)n(CCc3ccccc3)c(=O)[nH]c2c1 (stereo not given)	-3%	13%	-16%	8	-6	3%	4%	-1%	-3%
COc1cc(N)c(Cl)cc1C(=O)OCC(=O)NCC1CCCO1 (stereo not given)	-4%	-1%	-1%	3	-4	-1%	3%	4%	-7%
O=C(N/N=C/c1cccc2ccccc12)c1cccnc1	-11%	17%	-12%	0	-2	-3%	20%	1%	-2%

Screening data: PubChem, National Center for Advancing Translational Sciences (NCATS)
